12-LOX inh: Primary qHTS assay for inhibitors of human arachidonate 12S-lipoxygenase (ALOX12): Round 2. Polyunsaturated fatty acid lipoxygenase ALOX12 (Homo sapiens), P18054. purified 12hLO, xylenol orange hydroperoxide absorbance. Potency, µM (series often up to 108 µM), for inactives: at the top dose activity change, negative = inhibition, actives largely listed as inhibitors. hit rate 1.1% among 580,000. AID 1671190, 2021; active = well fitted inhibition curve with a large enough effect; inconclusive = small, poorly fitted or top-dose-only effect, or another doubt; inactive = no such curve, though single readings can be large or run the other way
Target sequence (P18054 whole entry, looked up): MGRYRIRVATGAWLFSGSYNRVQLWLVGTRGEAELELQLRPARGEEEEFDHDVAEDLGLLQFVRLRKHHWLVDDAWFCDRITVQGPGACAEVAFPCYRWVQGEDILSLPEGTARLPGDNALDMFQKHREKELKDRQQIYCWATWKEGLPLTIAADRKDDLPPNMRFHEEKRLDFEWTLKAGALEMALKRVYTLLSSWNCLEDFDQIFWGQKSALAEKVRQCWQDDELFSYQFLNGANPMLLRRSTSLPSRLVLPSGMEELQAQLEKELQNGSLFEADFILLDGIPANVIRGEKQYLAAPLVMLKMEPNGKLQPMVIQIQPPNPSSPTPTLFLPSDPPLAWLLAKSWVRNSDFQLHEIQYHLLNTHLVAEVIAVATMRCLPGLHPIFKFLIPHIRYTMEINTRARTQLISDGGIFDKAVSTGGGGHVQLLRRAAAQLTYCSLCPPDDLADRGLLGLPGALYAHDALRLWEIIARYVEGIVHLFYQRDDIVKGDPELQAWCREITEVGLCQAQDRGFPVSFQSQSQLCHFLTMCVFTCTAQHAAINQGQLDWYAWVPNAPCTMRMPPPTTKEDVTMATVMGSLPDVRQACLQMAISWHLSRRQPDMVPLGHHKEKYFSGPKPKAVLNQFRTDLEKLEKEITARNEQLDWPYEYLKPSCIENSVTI
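Hydroperoxide product was detected by ferrous iron/xylenol orange as the 573 to 405 nm absorbance ratio. Arachidonic acid at 40 uM (final) was turned over for 30 min at room temperature by 150 nM human 12hLO, pH 7.0 Hepes buffer, after 15 min compound preincubation.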
Starred values were filed as active, the others as inactive; u = inconclusive; [ ] = dose if it differs, or a comment. % is set by controls: 0 for no effect and ±100 for the full control effect; potency is the fitted concentration of half-maximal effect.

| SMILES | 12-LOX inh |
| --- | --- |
| Cc1cccc(C)c1NC(=O)Cn1c(=O)n(-c2ccccc2)c(=O)c2c1cc(C)n2C | u |
| Cc1cc(C(=O)N2CCC(NC(=O)C3CCCCC3)CC2)c2ccccc2n1 | u |
| CC(CC(=O)O)CC(=O)N1CCOCC1 (stereo not drawn) | -3% |
| CC(NC(=O)c1ccc2c(c1)OCO2)c1ccc2c(c1)CCC(=O)N2 (stereo not drawn) | -5% |
| CCOC(=O)C1(C)CCCCCN1C(=O)c1ccccc1F (stereo not drawn) | 5% |
| O=[N+]([O-])c1cnc(NS(=O)(=O)c2ccccc2[N+](=O)[O-])s1 | 40µM* |
| C=CCN1CCN(C(=O)c2cc3ccccc3oc2=O)CC1 | 9% |
| COc1cccc(N2C(=O)NC(=NC3CCCCC3)C23CCN(C(=O)c2ccc(C)cc2)C3)c1 (stereo not drawn) | 4%[6.33 µM] |
| COc1ccc(N(CC(=O)Nc2ccc(F)c(F)c2)S(=O)(=O)c2c(C)nn(C)c2C)cc1 | -21% |
| O=C1NC2(CCN(C(=O)c3ccccc3F)C2)N=C1c1ccncc1 (stereo not drawn) | 77%[activator] |
| O=C1C[C@H]2CC[C@@H](CN1)N2C(=O)c1sc2cccc(F)c2c1Cl | 2% |
| O[C@H]1[C@H](NCc2ccc(-c3ccccc3)cc2)[C@H]2CO[C@H](O2)[C@@H]1Oc1ccccc1 | 34%[activator][176 µM] |
| COc1ccc(OCC(=O)Nc2ccc3oc(-c4cccc(F)c4)nc3c2)cc1 | 9% |
| CC(O)(c1cccc(F)c1)c1nc(-c2cccc3cccnc23)cs1 (stereo not drawn) | -6% |
| c1ccc(-c2nnc([C@H]3CCN(Cc4ccc5c(c4)OCO5)C3)o2)cc1 | u |
| CCC(C)C(=O)NC1CCN(c2cnn(Cc3ccccc3)c(=O)c2)CC1 (stereo not drawn) | 49%[activator] |
| O=C1CCC2(C(=O)NCCN3CCCCC3)CCCC=C2N1C1CCCC1 (stereo not drawn) | 51%[activator] |
| COc1ccccc1-c1csc(CN2CC(C)(NC(=O)C3CC3)C2)n1 | -12%[176 µM] |
| O=C(NC[C@H]1O[C@@H](CO)[C@@H](O)[C@H]1N1CCOCC1)c1cccs1 | u |
| CCN(CC)S(=O)(=O)c1ccc(Oc2ccc3c(C)cc(=O)oc3c2)c([N+](=O)[O-])c1 | 57%[activator] |
| CC(C)C(=O)N1CCN(c2nc3c(s2)CC(C(=O)NC2CCN(C)CC2)CC3)CC1 (stereo not drawn) | 2% |
| FC(F)(F)c1nc2ccccc2n1Cc1nnc(-c2ccccc2Cl)o1 | 2% |
| NC(=O)c1ccccc1N=Cc1cccc(O)c1 | -1% |
| CC(=O)Nc1ccc(C)cc1S(=O)(=O)N1CCCC1c1cccs1 (stereo not drawn) | 27% |
| Cc1ccc(C2CC3CC2C(C(=O)O)C3C(=O)O)cc1C (stereo not drawn) | -1% |
| COc1ccccc1CNc1nc(Oc2cccc(F)c2)c2sccc2n1 | 7% |
| O=C(Cc1cccc(F)c1)N1CCC2(CC1)N=C(c1ccc(Cl)cc1)NO2 | -11% |
| O=C1CC(c2ccc3c(c2)OCO3)c2sc(C(=O)O)c(-c3ccc(F)cc3)c2N1 (stereo not drawn) | -34% |
| CC1=C[C@@H](CNC(=O)NC2CCCCC2)[C@H](C(C)C)C[C@H]1CC(=O)O | 60%[activator][176 µM] |
| CN1Cc2ccc(NCc3ccccc3)nc2C(C)(C(=O)NCCCn2ccnc2)C1 (stereo not drawn) | 90%[activator][176 µM] |

Given field by field: entries from further up
O=C1NC2(CCN(C(=O)c3ccccc3F)C2)N=C1c1ccncc1 (stereo not drawn)
  12-LOX inh = 77%[activator]

O=C1CC(c2ccc3c(c2)OCO3)c2sc(C(=O)O)c(-c3ccc(F)cc3)c2N1 (stereo not drawn)
  12-LOX inh = -34%

The results go on:
| SMILES | 12-LOX inh |
| --- | --- |
| CS(=O)(=O)NC[C@H]1O[C@@H](CO)[C@@H](O)[C@H]1N1CCc2ccccc2C1 | u |
| CC1(C(=O)NS(=O)(=O)c2ccccc2)CCN1C(=O)C1(c2ccccc2)CCCC1 (stereo not drawn) | 5% |
| CN(CCN1CCOCC1)C(=O)C1CCC(=O)N(Cc2ccc(Cl)cc2)C1 (stereo not drawn) | u |
| Cc1nn(C(=O)CCCC(=O)N2CCC(CCOc3ccc(F)cc3)C2)c2ccccc12 (stereo not drawn) | -2% |
| Clc1ccc(C2Cn3nnc(-c4noc(C5(c6ccccc6)CC5)n4)c3CO2)cc1 (stereo not drawn) | 10% |
| CCCCNC(=O)N1CCC2(CC1)C(=O)N(CC(=O)NCC1CCCO1)CN2c1ccccc1 (stereo not drawn) | 24% |
| c1ccc2c(-c3ccc4nncn4c3)cncc2c1 | 1% |
| Clc1cc(Cl)c(N/N=C/C(Br)=C/c2ccccc2)c(Cl)c1 | 6.3µM* |
| Cc1nc(NC(=O)c2csc3ccccc23)sc1C(=O)N(C)C | 11% |
| CCc1ccc(CNC(=O)c2cc3cn(C4CCCC4)cc3s2)cc1 | 4.5µM* |
| O=C(C1CC1)N1CCN(C2CCN(Cc3ccccn3)C2=O)CC1 (stereo not drawn) | 76%[activator] |
| NC(=O)[C@H](Cc1ccccc1)N1CC[C@H]2CN(C(=O)c3ccccc3)CC[C@H]2CC1=O | 32%[activator][176 µM] |
| CC(C)(C)c1nc(C(=O)N2CCN(c3ncccn3)CC2)n2ccccc12 | 7%[6.33 µM] |
| CC(=O)Nc1ccc(C(=O)N2C3CCC2CN(Cc2cccnc2)C3)cc1 | 12%[6.33 µM] |
| COC(=O)C(C)NC(=O)C12CC3(C)CC(C)(CC(C)(C3)C1)C2 (stereo not drawn) | 4% |
| Cc1ccc(Cn2c(C)c(C(=O)NCc3cccs3)sc2=O)cc1 | 29% |
| CC1(C(=O)Nc2ccccc2F)CCN1C(=O)Cc1cc(F)ccc1F (stereo not drawn) | 0% |
| CCc1cccc(NC(=O)N2CC(c3nnc(-c4ccncc4)o3)C3(CCOCC3)C2)c1 (stereo not drawn) | 24% |
| CN(C)CCCn1c(COc2ccc3cc(Br)ccc3c2)n[nH]c1=S | u |
| CCS(=O)(=O)N1CCC(c2ncc(C)n2C(C)C)C1 (stereo not drawn) | 20% |
| O=C(Cn1c2c(c(=O)n1Cc1ccccc1)CCN(Cc1ccccc1)C2)NCc1ccc2c(c1)OCO2 | -8% |
| CC(=O)Nc1ccc(CN2CCC(N3CCNC3=O)CC2)cc1 | 1%[6.33 µM] |
| c1ccc(CCCc2noc(-c3ccc(N4CCCNCC4)nc3)n2)cc1 | 54%[activator] |
| Cn1ccc(NCc2nc3c(n2Cc2ccccc2)C(=O)N(Cc2cccc(Cl)c2)CCN3)n1 | 100%[activator] |
| Cc1ccc(NC(=O)C2CCN(C(=O)c3ncn4c3COC(c3ccc(F)cc3)C4)CC2)c(C)c1 (stereo not drawn) | 7% |
| CC(=O)Nc1ccc(S(=O)(=O)NC2=NCN(Cc3cccnc3)CN2)cc1 | 14% |
| CCOC(=O)c1ccc(-c2ccc(/C=C/C(=O)c3cccc(N4CCOCC4)c3)o2)cc1 | -24% |
| Nc1nc(Cl)ccc1[N+](=O)[O-] | u |
| O=Cc1c[nH]c2cccc(Cl)c12 | -13% |
| CCOC(=O)Cc1ccc(NC(=O)NC(C)C(=O)N2CCc3ccccc32)cc1 (stereo not drawn) | -12% |
| CCCCN(C=O)c1c(CC)nc2ccc(C(=O)N(C)Cc3ccccc3)cn12 | -3% |
| Cc1cc(C)c(NC(=O)c2nn(C(C)C)c(=O)c3ccccc23)c(Cl)c1 | 9% |
| Cc1cc(CNC(=O)[C@@H]2CCC[C@@H](NC(=O)C(C)(C)C)CN(C)C(=O)C2)no1 | 69%[activator][176 µM] |
| COc1ccc(N2CC3CCC(C2)N3Cc2cccc(-c3cccnc3)c2)cc1 | 9%[6.33 µM] |
| COc1cc(NC(=O)c2cc3n(n2)CC(c2ccc4c(c2)OCO4)OC3)c(OC)cc1Cl (stereo not drawn) | 4% |
| C/C(=N\Nc1ccc(Br)cc1)c1ccc([N+](=O)[O-])cc1 | u |
| C=CCNC(=O)Cc1ccc(N(Cc2ccccc2)C(=O)c2ccco2)cc1 | -2% |
| COCC(=O)N[C@H](C)c1c(-c2ccc(F)cc2)noc1C(=O)O | u |
| CCc1nc2c(c(-c3ccc(Cl)cc3)n1)CN(C(=O)c1ccccc1C)CC2 | u |
| O=C1[C@@H]2C[C@@H](CN2CC2CC2)Oc2ccccc2N1Cc1cccnc1 | 1%[176 µM] |
| COc1ccc(-c2cc(NC=O)c3ncc(-c4ccc(C(C)=O)cc4)n3c2)cn1 | u |
| CCOC(=O)N1CCN([N+]([O-])=NOc2cc(ON=[N+]([O-])N3CCN(C(=O)OCC)CC3)c([N+](=O)[O-])cc2[N+](=O)[O-])CC1 | u |
| O=C(Oc1ccc2ccccc2c1)C1(c2ccccc2)CC1 | -7% |
| COc1ccc(C(=O)N2CCC3(CC2)C(OC)C(=O)N3CC2CC2)cn1 (stereo not drawn) | 1% |
| COc1ccc(-c2nc3c(s2)CN(C(C(=O)O)c2c[nH]c4ccc(Br)cc24)CC3)cc1 (stereo not drawn) | u |
| CN1C(=O)c2cncnc2OCC1CNC(=O)Cc1cccs1 (stereo not drawn) | 13%[176 µM] |
| Cc1ccc(S(=O)(=O)N(C)Cc2cccc(C(F)(F)F)c2)cc1 | -8% |
| O=C(c1cccc(F)c1)N(Cc1cccs1)C1CC1 | -2% |
| CCCCN(C=O)c1c(CC)nc2ccc(C(=O)NCc3ccccc3OC)cn12 | 0% |
| O=C(Nc1cc(C(F)(F)F)ccc1Cl)c1noc2c1CCCC2 | -2% |
| CCN1C(=O)CCC2(C(=O)N3CCN(Cc4ccc5c(c4)OCO5)CC3)CCCC=C12 (stereo not drawn) | -3% |
| CC(=O)c1c[nH]c(C(=O)NC(C)c2ccccc2F)c1 (stereo not drawn) | -22% |
| Cc1cn2nc(C(=O)Nc3ccccc3F)cc2c(N(C)Cc2ccccc2)n1 | 22% |
| CCCCC(=O)Nc1ccc(OCC)c2ncccc12 | u |
| Cc1ccc(C(=O)CCC(=O)OCC(=O)Nc2cc(S(=O)(=O)N(C)C)ccc2C)cc1 | -19% |
| O=C(Nc1nnc([C@H]2C[C@H](O)[C@@H](CO)O2)s1)Nc1cccc2c1CCCC2 | -2% |
| CCCCCc1c(-c2ccccc2F)ncn1CCc1ccccc1OC | -74% |
| COc1ccc(NC(=O)c2cc3c(N(C)Cc4ccccc4)nc(C)cn3n2)cc1OC | 50%[activator] |
| NC(Cc1ccc(C(F)(F)F)cc1)c1csc(NC(=O)Nc2ccccc2Cl)n1 (stereo not drawn) | u |
| COc1ccc(C(=O)NCCC2CCN(C(=O)Nc3ccc(C)cc3)CC2)cc1 | 12% |

In a second layout: three of the compounds above
> O=C(Nc1nnc([C@H]2C[C@H](O)[C@@H](CO)O2)s1)Nc1cccc2c1CCCC2
  12-LOX inh: -2%
> CCCCCc1c(-c2ccccc2F)ncn1CCc1ccccc1OC
  12-LOX inh: -74%
> COc1ccc(NC(=O)c2cc3c(N(C)Cc4ccccc4)nc(C)cn3n2)cc1OC
  12-LOX inh: 50%[activator]

Additional entries follow:
| SMILES | 12-LOX inh |
| --- | --- |
| Cn1nc2n(c1=O)CCN(C1CCSCC1)CC2 | 28% |
| CN1c2cc(C(=O)N3CCOCC3)ccc2OCC1CC(=O)NC(C)(C)C (stereo not drawn) | 4% |
| CC(CC(=O)O)C(=O)c1ccc(Cl)cc1 (stereo not drawn) | 0% |
| COc1ccc(-c2cc(N3CCCC(NC(=O)c4ccncc4)C3)n[nH]2)cc1 (stereo not drawn) | 45%[activator] |
| CCOc1ccc(/C=C/c2nc(C#N)c(NCCN(C)C)o2)cc1 | -1% |
| CCN(CC)C(=O)C(Sc1n[nH]c(-c2ccccc2)n1)c1ccccc1 (stereo not drawn) | -3% |
| COc1cc(C(=O)OCc2ccccc2F)cc(OC)c1Br | 50%[activator] |
| Cc1ccccc1C1(CC(=O)N2CCCC(C)C2)CC(=O)N(Cc2cccnc2)C1=O (stereo not drawn) | 20% |
| CNC(=O)c1ccc(-c2nc(CN3CCN(C(=O)Nc4ccccc4C(=O)OC)CC3)c(C)o2)cc1 | -3% |
| Cc1ncc2c(c1CNS(=O)(=O)N(C)C)CCN(C(=O)/C=C/c1ccccc1)C2 | 1% |
| CCCCn1nc(C(=O)Nc2cc(C)ccc2OC)c2ccccc2c1=O | -22% |
| CCCOCCCNC(=O)c1c(C)noc1-c1ccccc1Cl | 38%[activator] |
| COc1ncccc1CNC(=O)c1ccc2c(c1)CCC(=O)N2 | 25% |
| COc1ccc(CC(=O)Nc2cnc(-c3ccc(C)cc3)nc2)cc1 | 22% |
| COC(=O)[C@@]12C[C@@H](CC(=O)N3CCN(C(=O)c4ccco4)CC3)C(=O)N(Cc3cccc4ccccc34)C1=CCC(C)(C)C2 | -27% |
| COc1ccc(OC)c(NC(=O)CN2C(=O)NC(c3ccc(Cl)cc3)C3=C2COC3=O)c1 (stereo not drawn) | 9% |
| CCOC(=O)N1CCN(Cc2nc3cc(NC(=O)c4ccc(C)cc4)ccc3n2C)CC1 | 26% |
| CN(C)N1C(=O)CC(c2ccc(Cl)cc2Cl)C2=C1CC(C)(C)CC2=O (stereo not drawn) | u |
| Cc1ccc(S(=O)(=O)N2CCc3c(C(=O)NCC(C)C)cccc32)cc1 | 5% |
| COc1ccc(OCc2cc(C(=O)NCc3ccncc3C)n[nH]2)c(Cl)c1 | 102%[activator] |
| Cc1cc(NC(=O)c2ccc(F)cc2F)n(CCC#N)n1 | 16% |
| O=C1NC[C@H](CCCCN2C[C@H](Cc3ccc(O)cc3)N(CCC3CCCCC3)C(=O)C2=O)N(CCc2ccc(O)cc2)C1=O | u |
| O=C1OC(C(=O)Nc2cccc3ncccc23)Cc2ccccc21 (stereo not drawn) | u |

Source: PubChem

A portion of the library; rates above refer to the full screens.
